Compound activity deposited in PubChem by Sanford-Burnham Center for Chemical Genomics.
SENP7 inh – SENP7 protease inhibition. Q9BQF6. recombinant SENP7, Z-RLRGG-aminoluciferin luminescence, 40 min. inhibition, % at 5 µM. 330,000 tested, 1.5% active. AID 434973;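 active = inhibition above about 50% at the single test dose, limit read from the data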;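 also: plate controls were DMSO with enzyme for no effect and no enzyme buffer wells for full effect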
HKDC1 inhibitor – HKDC1 (human) hexokinase inhibition. recombinant HKDC1, G6PDH/diaphorase resazurin coupled fluorescence. inhibition, % at 20 µM. 340,000 tested, 0.16% active. AID 493160;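 active = inhibition above about 35% when tested at 20 µM, limit read from the data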;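 also: plate controls were DMSO wells with enzyme for no effect and DMSO wells lacking enzyme for full effect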
Target sequence (Q2TB90 whole entry, looked up): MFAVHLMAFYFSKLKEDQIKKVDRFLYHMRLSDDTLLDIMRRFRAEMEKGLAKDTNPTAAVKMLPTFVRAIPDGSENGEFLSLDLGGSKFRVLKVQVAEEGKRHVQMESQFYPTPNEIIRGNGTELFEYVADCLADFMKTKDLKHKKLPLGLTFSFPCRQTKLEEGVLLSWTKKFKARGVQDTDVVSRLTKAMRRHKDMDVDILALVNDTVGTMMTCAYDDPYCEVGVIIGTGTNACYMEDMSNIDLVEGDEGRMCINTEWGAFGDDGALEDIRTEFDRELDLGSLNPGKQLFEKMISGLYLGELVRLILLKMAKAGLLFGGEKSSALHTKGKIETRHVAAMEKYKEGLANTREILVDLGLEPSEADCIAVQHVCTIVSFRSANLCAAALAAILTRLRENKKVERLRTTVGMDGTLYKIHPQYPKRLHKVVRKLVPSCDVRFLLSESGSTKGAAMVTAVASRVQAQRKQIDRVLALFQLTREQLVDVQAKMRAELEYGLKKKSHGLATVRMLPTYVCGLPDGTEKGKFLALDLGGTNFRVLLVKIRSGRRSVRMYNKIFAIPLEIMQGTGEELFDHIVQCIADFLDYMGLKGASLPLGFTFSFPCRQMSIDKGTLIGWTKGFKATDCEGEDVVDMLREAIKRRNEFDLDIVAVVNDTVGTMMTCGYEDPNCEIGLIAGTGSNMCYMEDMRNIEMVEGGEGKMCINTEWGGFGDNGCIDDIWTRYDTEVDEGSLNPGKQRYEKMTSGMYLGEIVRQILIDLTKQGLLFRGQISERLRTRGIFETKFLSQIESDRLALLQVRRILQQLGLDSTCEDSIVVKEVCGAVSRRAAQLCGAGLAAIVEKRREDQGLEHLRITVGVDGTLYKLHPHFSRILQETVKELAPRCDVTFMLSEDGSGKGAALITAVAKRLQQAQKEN
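Assay system: recombinant HKDC1 hexokinase; detection: coupled resazurin fluorescence, excitation 525 nm, emission 613 nm; benchmarks: DMSO-plus-enzyme-mix negative control, buffer-substituted positive control; compound dosing: single 20 µM dose; schedule: 90 min at room temperature in dark; also added: glucose plus 1 mM ATP as hexokinase substrates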
Apaf-1 inh – inhibitors of human Apaf-1 apoptosome; O14727; reconstituted apoptosome caspase-3 activity, DEVD-Rh110 fluorescence; inhibition, % at 20 µM; 330,000 tested, 0.71% active; AID 489030; active = inhibition of at least 40% at 20 µM;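 also: plate controls were DMSO wells for no effect and DEVD-CHO caspase inhibitor wells for full effect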
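Assay system – apoptosome proteins · Medium – Hepes buffer, pH 7.5 · Also added – cytochrome c with DEVD-Rh110 · Timing – 30 min compound preincubation, 50 min activation, room temperature · Detection – Rh110 fluorescence, excitation 480 nm, emission 540 nm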
SENP6 block – SENP6 protease inhibition; Q9GZR1; Recombinant SENP6 catalytic domain, aminoluciferin luminescence; inhibition, % at 10 µM; 330,000 tested, 1.8% active;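 active = inhibition above about 50% at the single tested dose, limit read from the data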;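 also: plate controls were DMSO wells with enzyme for no effect and DMSO wells lacking enzyme for full effect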
SENP8 block-1 – blocks human SENP8 cleavage of Nedd8 substrate | 360,000 tested, 0.64% active | Q96LD8 | AID 602440 | inhibition, % at 20 µM | recombinant SENP8, Nedd8 substrate fluorescence; in the data active = inhibition mostly above about 40%, no sharp cut-off; inactive = mostly below about 27%
SENP8 block-2 – blocks the human protease SENP8. Q96LD8. purified SENP8, Z-RLRGG-aminoluciferin cleavage, luminescence. inhibition, % at 10 µM. 330,000 tested, 1.2% active. AID 2540; in the data active = inhibition above about 50%
NALP3 yeast inh – blocks the NALP3 inflammasome reconstituted in yeast | Yeast reconstituted NLRP3/ASC/caspase-1, beta-gal luminescence, 24 h | inhibition, % at 10 µM | 330,000 tested, 0.39% active | AID 2825;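 active = inhibition of 50% or more; inactive = inhibition below 50%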;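 also: plate controls were induced DMSO wells for no effect and uninduced yeast grown without galactose for full effect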
SENP1 FRET inh – blocks the human SENP1 SUMO protease catalytic domain. inhibition, % at 10 µM. Q9P0U3. 360,000 tested, 0.21% active. recombinant SENP1 catalytic domain, CyPet-SUMO1-YPet FRET cleavage. AID 624204;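 active = inhibition at least 30% at 10 µM, raw YFP signal under a set limit, fluorescence ratio 0.5 to 1.5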;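 also: 0% = enzyme with DMSO and 100% = no enzyme wells; some results filed as inactive read as strong as hits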
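Material – human SENP1 catalytic domain · Input – SENP1 enzyme, 20 pM final · Compound dosing – single concentration of 10 µM compound, 0.5% DMSO final · Timing – enzyme reaction for 50 min at room temperature, dark · Measured by – FRET fluorescence in CFP and YFP emission channels · Control set – no-enzyme wells low, DMSO-plus-enzyme wells high control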
PfG6PD inh – PfG6PD (Plasmodium falciparum) enzyme inhibition. PfGluPho enzyme, NADPH resazurin-diaphorase fluorescence. inhibition, % at 20 µM. 350,000 tested, 0.78% active. AID 504690;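 active = inhibition reaching at least a set limit at 20 µM in the primary screen, cut at about 59% in these data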;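 also: 0% = DMSO wells with substrate and 100% = DMSO wells lacking glucose-6-phosphate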
* = called active by the depositor; x = no result given; & = joins results of further samples.

SMILES	SENP7 inh	HKDC1 inhibitor	Apaf-1 inh	SENP6 block	SENP8 block-1	SENP8 block-2	NALP3 yeast inh	SENP1 FRET inh	PfG6PD inh
O=C(O)Cc1ccc2ocnc2c1	5	1	0	13	8	7	-5	3	1
Cc1ccc(C(=O)N/N=C\c2cccnc2)s1	2	-9	11	3	6	-1	12	-2	1
COc1ccc(CCN2CC(C(=O)N(C)C3CCOCC3)CCC2=O)cc1 (stereo not drawn)	8	7	10	1	6	-1	1	1	-7
COc1cc2nc(CN3CCN(C(c4ccccc4)c4ccccc4)CC3)[nH]c(=O)c2cc1OC	-5	x	5	1	x	-4	10	x	x
COc1ccc(C(=O)NCc2nnc(SCC(=O)N3CCCCCC3)o2)cc1OC	-1	-6	-13	-8	4	7	16	1	-12
COc1ccc(C(CCNCc2ccccc2F)c2ccc(F)cc2)cc1 (stereo not drawn)	x	-7	x	x	16	x	x	5	11
CC(C)(C)c1ccc(Oc2ccc(NC(=O)C3CC=CCC3C(=O)O)cc2)cc1 (stereo not drawn)	-6	15	14	-1	12	6	-3	2	-32
O=C(O)/C=C/C(=O)Nc1ccc(S(=O)(=O)Nc2nccs2)cc1	-6	-5	8	-14	3	-9	10	0	-12
O=C(Nc1cccc(S(=O)(=O)NC2=NCCC2)c1)c1cc(=O)[nH]c2ccccc12	-7	-3	1	-5	-78	-17	18	-2	-4
C[C@]12CCC(=O)C[C@@H]1CC[C@@H]1[C@@H]2CC[C@]2(C)C=CC[C@@H]12	5	-1	14	-6	19	3	42	1	9
CC(C)(C)c1ccccc1OCC(=O)Nc1ncn[nH]1	-5	-4	4	-35	11	-4	2	2	13
CC(C)N1CCC(=NNc2ccc(S(=O)(=O)N3CCOCC3)cc2[N+](=O)[O-])CC1	3	0	-1	14	15	-1	24	-14	8
COc1ccccc1C(CNC(=O)c1cccc(S(=O)(=O)N2CCCc3ccccc32)c1)N(C)C (stereo not drawn)	x	0	x	x	14	x	x	-2	8
CCC(=O)NC(=S)Nc1ccc(S(=O)(=O)N2CCN(C)CC2)cc1	8	-4	2	2	15	-3	18	0	4
CCO/C(C)=N/n1c2nc3ccccc3nc2c2c(=O)n(Cc3ccccc3Cl)c(C)nc21	0	7	3	0	-109	3	13	-12	3
CC(C)C1N(C(=O)N(C)C)CCN1S(=O)(=O)c1ccccc1 (stereo not drawn)	-11	-3	3	-12	4	-2	16	0	8
CN(C)c1cc2c3ccccc3n(C)c2cc1N	x	6	x	x	-480	x	x	-23	-2
COC(=O)C1=C(C)N(C)C(=O)NC1c1cc2c(cc1Br)OCO2 (stereo not drawn)	4	-11	-5	-28	9	-8	12	1	-7
CC(=O)CC(c1ccccc1)c1c(O)c2ccccc2oc1=O (stereo not drawn)	-1&-2	-7&-1&9	10&0	-5&0	-64&-44&-40	-5&-2	5&20	1&-1&0	-6&-14&-19
CCNC(=O)CSc1nnc(-c2cc(-c3ccc(Cl)cc3)nc3ccccc23)o1	-3	-16	-2	-6	-63	-15	11	2	6
CCCCc1ccc(S(=O)(=O)NNC(=S)NCc2ccco2)cc1	1	-4	12	-7	24	-3	10	-1	-12
C#CCn1c2ccccc2c2nc3ccccc3nc21	-2	4	4	11	-304	8	4	-24	1
CCOc1ccc(C(C(=O)NCCOC)N(CCOC)C(=O)CCC(=O)Nc2ccccn2)cc1 (stereo not drawn)	-1	-1	0	-6	2	-9	3	1	4
CCN(CC)C(=O)c1[nH]cnc1C(=O)N[C@@H](C)c1ccccc1	4	-1	5	3	5	-8	14	3	-11
CCOc1ccc(CCNC(=O)c2cc(C)nn2-c2ccccc2)cc1	-5	1	-4	0	20	4	10	-2	-10
Next section:
SMILES	SENP7 inh	HKDC1 inhibitor	Apaf-1 inh	SENP6 block	SENP8 block-1	SENP8 block-2	NALP3 yeast inh	SENP1 FRET inh	PfG6PD inh
Cc1ccsc1C1Nc2ccccc2C(=O)N1O (stereo not drawn)	-8	-12	-2	-1	-6	-6	8	1	12
C[C@H](CO)N1C[C@H](C)[C@@H](CN(C)Cc2ccccc2)Oc2c(NC(=O)Cc3ccccc3)cccc2C1=O	-4	1	22	-18	14	6	2	4	13
O=C(O)c1ccc(N2C(=O)/C(=C/c3ccc(-c4ccc([N+](=O)[O-])cc4)o3)C=C2c2ccccc2)cc1	-4	43*	52*	-148	-35	6	19	-23	25
CCn1c(SCC(=O)Nc2ccc3c(c2)OCCO3)nnc1-c1cccnc1	-7	0	4	-20	8	-7	12	2	26
CCCCCC(=O)NCC(C)NC(=O)CCCCC (stereo not drawn)	6	-5	-3	-1	2	2	17	-2	-4
Cc1cc(O)ccc1N/C=C/c1onc(C)c1[N+](=O)[O-]	97*	1	-4	87*	26	47	16	23	22
COC(=O)c1cccc(-c2noc(-c3ccccc3F)n2)c1	81*	-2	-3	64*	10	48	3	0	-18
COc1ccc(N(C)S(=O)(=O)c2cccc(C(=O)NCC(c3ccco3)N3CCCC3)c2)cc1 (stereo not drawn)	2	1	3	-17	6	-1	11	-1	6
Cn1cc(C(=O)O)c(-c2ccc3c(c2)OCCCO3)n1	6	-2	-4	-5	2	-3	3	-2	-5
CCC(C)NC(=O)c1ccc(COc2ccccc2Cl)cc1 (stereo not drawn)	9	-6	16	-13	-2	4	33	3	-5
CCN(CC(=O)NCCCn1ccnc1)S(=O)(=O)c1ccc(C)cc1	-8	2	-2	-34	9	-6	-1	2	-8
COc1ccc(C(C)=O)cc1CSc1nnc(Nc2ccccc2)s1	-2	12	3	7	30	0	13	-1	4
Cc1cccc(NC(=O)/C(C#N)=C/c2cccc([N+](=O)[O-])c2)n1	-2	4	12	-28	3	-8	10	4	-4
O=[N+]([O-])c1ccc(N2N=C(c3ccco3)CC2c2ccccc2)cc1 (stereo not drawn)	-7	4	11	-4	-38	1	30	-18	38
Cc1cccc2c1-c1sc(C(=O)NCCCN3CCC(C)CC3)cc1CO2	-2	0	26	-8	-306	0	23	-18	13
CN(C)c1ccc(S(=O)(=O)NCC(=O)OCC(=O)c2ccc[nH]2)cc1[N+](=O)[O-]	-11	-4	-1	-4	16	-7	17	0	2
O=C(/C=C/c1ccccc1F)N1CCN(c2ccccn2)CC1	-6	-3	-11	-3	19	0	7	-1	-2
CCCN(CC(=O)Nc1ccccc1C)C(=O)c1cnc(C)cn1	x	-3	x	x	17	x	x	2	-1
Cc1ccccc1N(CC(=O)NCC1CCCO1)C(=O)C1(C)CC(=O)N=C2C=CC=CN21 (stereo not drawn)	-4	11	-5	-13	-318	-10	6	0	-13
CCOC(=O)N1CCN(S(=O)(=O)c2c(C)nc3scc(C)n3c2=O)CC1	-15	-8	-16	-12	-365	-11	19	-2	30
CC(CNC(=O)c1ccc(OC2CCN(Cc3ccccn3)CC2)cc1)c1ccccc1 (stereo not drawn)	-11	x	-5	-23	0	-12	13	-4	x
Cc1nc(-c2cccc(S(=O)(=O)N3CCCCC3)c2)cs1	-1	-4	-11	6	25	1	-4	-4	-6
O=S(=O)(c1cccs1)N1CN(Cc2ccccc2)c2nc3ccccc3nc21	13	3	11	20	-468	2	1	-7	40
Cc1ccccc1NC(=O)Cc1nc(CCl)cs1	-3	8	0	2	4	-14	9	-2	9
O=C(O)c1nn(CCOc2cccc(Br)c2)c(=O)c2ccccc12	5	4	26	-14	19	3	18	0	34

Whole records from above. Order of screens: SENP7 inh	HKDC1 inhibitor	Apaf-1 inh	SENP6 block	SENP8 block-1	SENP8 block-2	NALP3 yeast inh	SENP1 FRET inh	PfG6PD inh
Listed for C[C@H](CO)N1C[C@H](C)[C@@H](CN(C)Cc2ccccc2)Oc2c(NC(=O)Cc3ccccc3)cccc2C1=O = -4	1	22	-18	14	6	2	4	13
Listed for Cc1cccc2c1-c1sc(C(=O)NCCCN3CCC(C)CC3)cc1CO2 = -2	0	26	-8	-306	0	23	-18	13
Listed for Cc1nc(-c2cccc(S(=O)(=O)N3CCCCC3)c2)cs1 = -1	-4	-11	6	25	1	-4	-4	-6
Listed for COC(=O)c1cccc(-c2noc(-c3ccccc3F)n2)c1 = 81*	-2	-3	64*	10	48	3	0	-18
Listed for CCCCCC(=O)NCC(C)NC(=O)CCCCC (stereo not drawn) = 6	-5	-3	-1	2	2	17	-2	-4

The list continues.
SMILES	SENP7 inh	HKDC1 inhibitor	Apaf-1 inh	SENP6 block	SENP8 block-1	SENP8 block-2	NALP3 yeast inh	SENP1 FRET inh	PfG6PD inh
O=[N+]([O-])c1ccccc1-c1ccc(CN2CCN(c3ccccc3)CC2)o1	9	0	16	13	-88	-2	14	-9	23
COc1ccc(NC(=O)Oc2cc(C)ccc2C(C)C)cc1	2	3	-3	-7	9	-2	29	2	8
CCOC(=O)C1(Cc2cccc(F)c2)CCN(C(=O)c2cscn2)CC1	-9	-6	7	1	5	0	12	3	-8
c1ccc(CSc2nnc(-c3sccc3-n3cccc3)o2)cc1	11	0	13	7	-114	-7	14	4	2
N#CCCn1cc(C(=O)CN2C(=O)C(=O)N(C3CCCC3)C2=O)c2ccccc21	-8	-2	0	-15	9	-5	17	-3	4
Cc1c(NC(=O)NC(C)N2C(=O)C3C4C=CC(C4)C3C2=O)c(=O)n(-c2ccccc2)n1C (stereo not drawn)	0	-1	6	-7	4	-2	4	0	1
CN(Cc1ccc(F)cc1)C(=O)c1cccc(S(=O)(=O)NCc2ccccc2)c1	-2	0	13	-8	14	11	22	0	5
COc1ccc(OCC(=O)NNC(=O)C2CCC2)cc1	-8	-4	6	-9	-3	-14	6	4	-16
CC1CCN(C(=O)COC(=O)c2ccc(N3CCCC3=O)cc2)CC1	-4	-2	2	-22	6	-8	17	2	8
CC(C)N1C(=O)C2(OCCCO2)c2cc(Br)ccc21	-16	-4	16	1	-2	-8	7	1	-17
COc1cc2c(cc1OC)CN(c1ccc3ccccc3n1)CC2	-8	4	15	-18	-275	-16	18	-8	10
O=C(O)c1cccc(Nc2nc3ccccc3nc2NS(=O)(=O)c2ccccc2)c1	-6	1	2	14	-495	5	-5	-1	-14
CC(NC(=O)COC(=O)c1ccc2c(c1)OCCO2)c1ccccc1 (stereo not drawn)	1	-5	0	0	11	1	17	1	4
Cc1ccc(NC(=S)N2CCN(C(=O)c3ccccc3)CC2)c(C)c1	-1	-7	2	-4	-3	-2	17	1	21
Cc1ccc(C)c(OCC(=O)O/N=C(\N)c2cccnc2)c1	-7	0	6	-19	11	-8	25	2	3
O=C(c1cc(COc2cccc3cnccc23)on1)N1CCCC(CCCO)C1 (stereo not drawn)	13	5	-1	0	-55	-1	1	0	-24
COc1ccc(CCNC(=O)CSc2nnc3ccc(-c4ccccn4)nn23)cc1OC	-6	-4	3	-8	-15	2	17	2	12
O=C(Nc1ccc(/C=C/c2nc3ccccc3o2)cc1)c1cccc(C(F)(F)F)c1	1	4	9	-14	-472	4	10	-22	13
COc1cccc(/C=C2\CCC(C3CCCC3)C2=O)c1OC (stereo not drawn)	21	3	14	40	23	27	9	2	-11
